Compound activity deposited in PubChem BioAssay by several laboratories.
NS5 inhibitors: flavivirus cap methylation enzyme inhibition – biochemical, confirmation dose response, primary screen (AID 588689) | inhibition, % at 25 µM; hits with a dose series show IC50 in µM | 340,000 tested, 0.3% active | Dengue-2 NS5 methyltransferase capping enzyme assay, biochemical; higher % means a stronger effect; in the data active = a potency from the dose series; inconclusive = inhibition above about 29% without an active follow-up result
SV40 large T antigen: SV40 large T antigen inhibitors, biochemical (AID 1903); SV40 large T antigen ATPase/helicase inhibition assay; higher % means a stronger effect; inhibition, % at 20 µM; hits with a dose series show IC50 in µM; 310,000 tested, 0.39% active; in the data active = a potency from the dose series; inconclusive = inhibition mostly from about 32% at the one dose, without a potency; inactive = the rest, 99 in 100 with inhibition below about 32%; note: strong numbers were not always called active
RSV CPE inhibition: inhibition of RSV-induced cytopathic effect – HEp-2 cells, primary 10 µM value included (AID 2391); HEp-2 cells, RSV-induced CPE inhibition; higher % means a stronger effect; CPE inhibition, % at 10 µM; hits with a dose series show IC50 in µM; 310,000 tested, 0.13% active; in the data active = a potency from the dose series; inconclusive = CPE inhibition mostly from about 23% at the one dose, without a potency; inactive = the rest, 99 in 100 with CPE inhibition below about 21%; note: strong numbers were not always called active
WT yeast gro inh: growth inhibition of WT yeast, mitochondrial fusion screen; mitochondrial fusion phenotypic screen, WT strain; inhibition, % at 10 µM; 190,000 tested, 2.1% active; in the data active = inhibition above about 58%; tested in S. cerevisiae
Yfh1-depleted yeast: enhancers of respiration in Yfh1-depleted yeast, dose response, Friedreich's ataxia, plus single-dose screen (AID 1465); 220,000 tested, 0.074% active; fold induction at 50 µM, or EC50 in µM where a hit was titrated; S. cerevisiae Yfh1-off respiration, WST-1 reduction, 72 h; higher fold induction means a stronger effect;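 active = fold induction of absorbance versus untreated yeast above a set limit, then at least 30% activation at any dose in follow-up; inconclusive = repeats straddling the limit, or above it without dose testing; inactive = fold induction below the set limit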;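 note: activators that raise dye reduction in frataxin-depleted yeast; strong numbers were not always called active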
UTI89 phage lysis: inhibition of K1F phage lysis, E. coli UTI89, bacterial capsule biogenesis inhibitors, alamar blue (AID 488966); E. coli UTI89 K1F phage lysis, alamar blue, 2 h; higher % means a stronger effect; inhibition, % at 100 µM; hits with a dose series show IC50 in µM; 340,000 tested, 0.02% active;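 active = phage lysis inhibition, versus mean bacterial control, above a set limit; inconclusive = no clear call, values can overlap the other calls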;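 note: capsule biogenesis inhibitors block K1F phage lysis so surviving cells raise fluorescence; higher fluorescence means more inhibition of phage lysis; actives were called in the ten point dose series up to 300 µM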
CSM14.1 death rescue: rescue of cells from ER stress-induced death, primary screen, 384-well, CSM14.1, thapsigargin, ATP luminescence (AID 1222); cellular ATP content (survival), % at 20 µM; hits with a dose series show EC50 in µM; 190,000 tested, under 10 active; CSM14.1 thapsigargin-induced death rescue, ATP luminescence; higher % means a stronger effect;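 active = EC50 below 50 µM in the dose-response confirmation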;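 note: death triggered by thapsigargin at about 15 µM added after 2 h compound pretreatment; cell ATP read after overnight thapsigargin exposure of roughly 18 to 22 hours; normalized against plate controls of thapsigargin alone and 5% DMSO vehicle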
XIAP displacement: XIAP antagonists, biochemical, IAP family, fluorescence polarization (AID 1018); XIAP BIR domain, fluorescence polarization peptide displacement; higher % means a stronger effect; displacement, % at 20 µM; hits with a dose series show IC50 in µM; 200,000 tested, 0.007% active; in the data active = displacement above about 50%; note: a part of the inactive calls stands beside numbers as strong as those of hits
West Nile antiviral: West Nile virus antiviral activity, cell-based, CPE readout (AID 1621) | West Nile virus-infected cells, CPE inhibition; higher % means a stronger effect | 290,000 tested, 0.02% active | CPE inhibition, % at 10 µM, or IC50 in µM where a hit was titrated; in the data active = a potency from the dose series; inconclusive = CPE inhibition mostly from about 3.7% at the one dose, without a potency; inactive = the rest, 99 in 100 with CPE inhibition below about 2.2%; note: strong numbers were not always called active
WT yeast gro inh mutant strain: further read-out of WT yeast gro inh, marked with its call; inhibition, %; mitochondrial fusion phenotypic screen, mutant strain inhibition
NS5 inhibitors pilot replicate: further read-out of NS5 inhibitors, marked with its call; inhibition, %; measured here: pilot screen replicate inhibition
Numbers without * were called inactive; i = inactive; ? = inconclusive; . = no result given; [ ] = another dose, or the depositor's remark.

Preview (2 entries):
SMILES	NS5 inhibitors	SV40 large T antigen	RSV CPE inhibition	WT yeast gro inh	WT yeast gro inh mutant strain	Yfh1-depleted yeast	UTI89 phage lysis	CSM14.1 death rescue	XIAP displacement	West Nile antiviral	others
CCOC(=O)/C(C#N)=C/c1ccc(SC)cc1	-5%	9%	1.9%	2	8	i	0.3%	-1.0%	-7.5%	0.2%
CSc1nsc(SCC(=O)Nc2ccc(Br)cn2)n1	7%	4%	12%	3	-3	i	0.1%	0.5%	-3.9%	-0.2%

The whole of this part, from the start:
SMILES	NS5 inhibitors	SV40 large T antigen	RSV CPE inhibition	WT yeast gro inh	WT yeast gro inh mutant strain	Yfh1-depleted yeast	UTI89 phage lysis	CSM14.1 death rescue	XIAP displacement	West Nile antiviral	others
CCOC(=O)/C(C#N)=C/c1ccc(SC)cc1	-5%	9%	1.9%	2	8	i	0.3%	-1.0%	-7.5%	0.2%
CSc1nsc(SCC(=O)Nc2ccc(Br)cn2)n1	7%	4%	12%	3	-3	i	0.1%	0.5%	-3.9%	-0.2%
O=C(CCNC(=O)C1CCN(S(=O)(=O)c2ccc(F)cc2)CC1)NC1CC1	3%	5%	1.5%	.	.	.	-0.1%	.	.	0.0%
Cc1onc(-c2c(F)cccc2Cl)c1C(=O)Nc1c(C)n(C)n(-c2ccccc2)c1=O	-1%	3%	1.7%	4	13	i	1.1%	-2.2%	-4.3%	-0.9%
O=C1CC(=C2c3ccccc3-c3ccccc32)C(=O)N1CCN1CCN(c2ccccc2)CC1	6%	.	0.9%	.	.	i	5.8%	.	.	-0.4%
COC(=O)c1ccc(CN(c2ccc(OC)cc2)S(=O)(=O)c2ccccc2)cc1	4%	13%	2.1%	.	.	.	0.8%	.	.	.
O=C1CC(c2ccc(Cl)cc2)CC(O)=C1C=NCCO (stereo not drawn)	2%	6%	9.2%	.	.	.	0.1%	.	.	-0.4%
COc1cc(C(=O)Nc2ccccc2C(=O)Nc2ccccn2)cc(OC)c1OC	4%	-1%	-0.5%	.	.	.	0.9%	.	.	0.8%
COc1ccccc1NC(=O)c1cccnc1	2%	2%	2.0%	-18	14	i	-0.7%	2.8%	-7.3%	0.2%
COc1cccc(C2=NOC(C(=O)N3CCN(Cc4ccccc4)CC3)C2)c1OC (stereo not drawn)	-6%	3%	1.3%	-4	-12	.	0.6%	-1.0%	0.6%	.
CNC(=S)N(CCCO)Cc1cc2cc3c(cc2[nH]c1=O)OCO3	-5%	4%	1.6%	.	.	.	0.1%	.	.	0.0%
COc1ccc(C2CC(c3cccs3)n3nc(N)nc3N2)cc1 (stereo not drawn)	-6%	14%	2.8%	-8	-8	i	3.4%	-1.4%	1.0%	-0.5%
CCN(CC)S(=O)(=O)c1cccc(NC(=O)c2ccccc2Br)c1	2%	7%	2.2%	4	-14	i	0.0%	-1.2%	-6.6%	-0.9%
Cc1ccc(Cc2nnc3n(-c4cccc(C)c4)nc(C(=O)c4ccccc4)n3c2=O)cc1	-8%	-2%	18%	15	10	i	-0.1%	4.8%	1.5%	1.2%
CCN(CC(=O)Nc1ccccc1C(F)(F)F)C(=O)Cn1c(=O)cnc2ccccc21	-7%	0%	1.9%	.	.	.	1.0%[50 µM]	.	.	.
COC(=O)c1ccc(CNC(=O)CSc2nc3sc(C)c(C)c3c(=O)n2C)o1	-8%	15%	1.6%	10	13	i	0.0%	1.7%	-0.2%	-0.7%
CCNc1nc(NCC)nc(ON=C(C)C)n1	.	-4%	2.8%	-19	-6	.	.	-1.4%	-0.4%	.
c1ccc(SCc2nc(-c3ccccn3)no2)cc1	-1%	10%	-0.2%	-18	-13	i	2.9%	-2.2%	-15%	0.4%
Nc1nonc1C(=O)NCCNC(=O)c1ccc(Cl)cc1	-3%	6%	1.1%	.	.	.	0.2%	.	.	-0.4%
COc1ccccc1Cn1c(=O)c2ccccc2n2c(Sc3ncnc4sccc34)nnc12	-7%	15%	34%	34	10	i	0.0%	-1.0%	1.2%	1.1%
O=C(O)c1cccnc1Sc1ccccc1Cl	-6%	.	0.9%	.	.	i	-0.1%	.	.	0.2%
CCOc1cc(CN2CCN(c3cccc(C(F)(F)F)c3)CC2)ccc1OC	-2%	2%	-0.3%	50	59	i	0.2%	-0.7%	-3.9%	-0.5%
CCOC(=O)c1nnc(-c2ccc(C)cc2)nc1Oc1ccccc1Cl	-16%	15%	60%	2	14	i	0.1%	-2.5%	-4.2%	0.8%
N#Cc1c(NC(=O)c2ccco2)sc2c1CCC2	1%	29%	4.2%	.	.	.	-0.1%	.	.	-0.9%
O=C(CSc1nnc(Cc2cccs2)n1C1CCCCC1)N1CCCc2ccccc21	-5%	4%	-0.8%	6	-2	i	4.3%	-0.2%	-3.3%	-0.8%

An excerpt from above in order of SMILES length, descending:
SMILES	NS5 inhibitors	SV40 large T antigen	RSV CPE inhibition	WT yeast gro inh	WT yeast gro inh mutant strain	Yfh1-depleted yeast	UTI89 phage lysis	CSM14.1 death rescue	XIAP displacement	West Nile antiviral	others
CCN(CC)S(=O)(=O)c1cccc(NC(=O)c2ccccc2Br)c1	2%	7%	2.2%	4	-14	i	0.0%	-1.2%	-6.6%	-0.9%
CNC(=S)N(CCCO)Cc1cc2cc3c(cc2[nH]c1=O)OCO3	-5%	4%	1.6%	.	.	.	0.1%	.	.	0.0%
CSc1nsc(SCC(=O)Nc2ccc(Br)cn2)n1	7%	4%	12%	3	-3	i	0.1%	0.5%	-3.9%	-0.2%

Returning to the listing; the 3 compounds before the break are reprinted first.
SMILES	NS5 inhibitors	SV40 large T antigen	RSV CPE inhibition	WT yeast gro inh	WT yeast gro inh mutant strain	Yfh1-depleted yeast	UTI89 phage lysis	CSM14.1 death rescue	XIAP displacement	West Nile antiviral	others
CCOC(=O)c1nnc(-c2ccc(C)cc2)nc1Oc1ccccc1Cl	-16%	15%	60%	2	14	i	0.1%	-2.5%	-4.2%	0.8%
N#Cc1c(NC(=O)c2ccco2)sc2c1CCC2	1%	29%	4.2%	.	.	.	-0.1%	.	.	-0.9%
O=C(CSc1nnc(Cc2cccs2)n1C1CCCCC1)N1CCCc2ccccc21	-5%	4%	-0.8%	6	-2	i	4.3%	-0.2%	-3.3%	-0.8%
CCC/C=C1/CCCOC(C(=O)NCc2cc(C)n(C)n2)(C(F)(F)F)C1 (stereo not drawn)	-2%	20%	0.8%	.	.	i	-2.1%	.	.	-0.5%
Cc1cc(=O)n2c(-c3ccccc3C)n[nH]c2n1	7%	4%	1.3%	21	25	i	0.4%	-3.0%	-1.4%	0.3%
CCOC(=O)c1cc(/C(C)=N/OC(=O)c2ccc(C(C)(C)C)cc2)on1	-9%	6%	0.7%	.	.	i	-0.5%	.	.	0.5%
COc1ccc(S(=O)(=O)NCC2CCCN(Cc3ccccc3C)C2)cc1 (stereo not drawn)	-11%	0%	-2.4%	-11	-6	i	0.1%	-0.4%	-9.8%	-0.8%
Cc1ccc(C(=O)N/N=C(/CC(=O)c2cccs2)C(F)(F)F)cc1	18%	30%	7.8%	44	33	i	-1.0%[50 µM]	-1.6%	-3.9%	-0.8%
Fc1ccc(Cn2nnc(-c3ccc(Cl)cc3)n2)cc1	-1%	6%	0.9%	.	.	.	-0.1%	.	.	-0.3%
COc1ccc(C(=O)Nc2ccc(NC(=O)C(C)C)nc2)cc1	-7%	0%	1.6%	-5	-7	i	1.1%	1.0%	-0.9%	0.0%
O=C(NCCC1CCCCN1S(=O)(=O)c1ccccc1)C(=O)NCC1CCCO1 (stereo not drawn)	1%	12%	-0.7%	.	.	.	1.5%[50 µM]	.	.	.
Cc1cccc(NC(=O)C2CCN(S(=O)(=O)c3ccc(Cl)cc3)CC2)n1	-11%	9%	5.0%	.	.	.	0.0%[50 µM]	.	.	.
COc1ccc(/C(C)=N/NC(=O)CNC(=O)/C=C\c2ccccc2)c(OC)c1	-6%	-3%	-0.4%	.	.	.	0.1%	.	.	-1.6%
Cc1cccc(CNC(=O)CC2C(=O)NCCN2C2CCCC2)c1 (stereo not drawn)	-3%	8%	2.6%	.	.	.	0.2%	.	.	-0.3%
O=C(CSC(=S)N1CCCCC1)Nc1nc(-c2ccccc2)c(-c2ccccc2)o1	-1%	1%	5.4%	-11	3	i	-0.1%	-0.9%	-2.0%	0.1%	NS5 inhibitors pilot replicate=-0.6
CCOC(=O)C1=c2/c(=C/c3ccncc3)c(N)c(C(=O)OC)n2C(=O)C(c2ccncc2)S1 (stereo not drawn)	-4%	-8%	-0.7%	12	5	i	0.3%	1.3%	-3.6%	0.6%
CC(CC(=O)NC(C)c1ccc2c(c1)OCCO2)c1ccccc1 (stereo not drawn)	-6%	8%	1.3%	-9	-4	i	0.1%[50 µM]	-4.9%	-13%	0.5%
CC1=NN(C(N)=S)C(=O)C1N=Nc1ccc(Cl)cc1Cl (stereo not drawn)	5%	15%	21%	.	.	.	1.4%	.	.	0.1%
Nc1nc(-c2ccc([N+](=O)[O-])cc2)c(C(=O)Nc2ccc(Cl)cc2)s1	6%	6%	1.8%	.	.	i	0.3%	.	.	?
Cn1c(=O)c2c(nc(CN3CCN(C(=O)c4ccco4)CC3)n2Cc2cccc(Cl)c2)n(C)c1=O	-5%	-1%	2.0%	30	13	i	-0.5%	3.1%	-4.9%	-0.8%	NS5 inhibitors pilot replicate=0.6
Cc1ccc(CNCC2CCCO2)o1 (stereo not drawn)	1%	4%	0.8%	-18	-9	i	0.7%	-1.9%	2.0%	-0.2%
Cc1cccc(OCCCCNCc2ccccc2)c1	3%	1%	-4.1%	32	44	i	1.5%	-0.8%	-3.2%	-0.5%
CC(Sc1nncn1C)C(=O)Nc1nnc(C(C)C)s1 (stereo not drawn)	-3%	6%	1.6%	4	2	i	-0.6%	-3.4%	-3.6%	-0.3%
CCCCOC(=O)CSc1nc2c(c(=O)[nH]c(=O)n2C)n1C/C=C(\C)Cl	5%	13%	-0.2%	15	10	i	-1.9%	1.3%	-10%	1.5%
Cc1nc2ccc(Cl)cc2c(-c2ccccc2Cl)c1CC(=O)O	-8%	9%	3.0%	5	6	i	-0.1%[50 µM]	-0.3%	-6.1%	1.1%
COC(=O)Cn1c(=NC(=O)c2cc(OC)c(OC)c(OC)c2)sc2cc(OC)ccc21	-1%	4%	3.3%	-7	-27	i	3.5%	-0.5%	-8.6%	0.4%
